High-throughput results deposited in PubChem BioAssay by several laboratories.
HIF act = HIF pathway transcriptional activation; U2OS HRE-luciferase reporter, luminescence; normalized: DMSO 0%, desferrioxamine 100%; activation, % at 7.5 µM (by protocol); hit rate 0.32% among 300,000;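 active = mean activation of at least 10% of the iron chelator positive control signal, with at least half of replicates also reaching 10%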
TRPC6 inh = inhibitors of mouse TRPC6 channel | HEK293-TRPC6, membrane potential dye, ACh-evoked depolarization; hits give low values | B-score at 10 µM | hit rate 1.1% among 310,000;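 active = B-score under library mean minus 3 SD, initial fluorescence not abnormally high, positive integrated signal ratio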;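 also: B-score derived from integrated fluorescence ratio over the kinetic read; more negative B-score means stronger inhibition of depolarization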
MrgX1 ag = agonists of human MrgX1 receptor; MrgX1-HEK293 cells, Fluo-4 calcium fluorescence, agonist mode; hits give high values; Q96LB2; AID 588627; hit rate 0.44% among 310,000; B-score at 10 µM;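 active = calcium response B-score plate-corrected fluorescence ratio at least 3 library SD, with starting fluorescence B-score inside 5 SD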
Target sequence (Q96LB2 whole entry, looked up): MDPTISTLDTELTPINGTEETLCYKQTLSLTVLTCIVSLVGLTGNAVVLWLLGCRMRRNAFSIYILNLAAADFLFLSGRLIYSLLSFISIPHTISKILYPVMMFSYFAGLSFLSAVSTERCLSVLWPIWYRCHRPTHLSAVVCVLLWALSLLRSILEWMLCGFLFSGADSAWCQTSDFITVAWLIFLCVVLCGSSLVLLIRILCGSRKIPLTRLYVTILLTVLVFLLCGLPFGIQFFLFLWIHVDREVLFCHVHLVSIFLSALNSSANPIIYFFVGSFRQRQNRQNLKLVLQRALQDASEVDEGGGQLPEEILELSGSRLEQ
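Test system: HEK293 cells stably expressing human MrgX1 receptor; Input: fifteen thousand cells per well; Dosing: compound delivered in addition one of three; Schedule: overnight seeding, then 1 h dark dye loading; Technique: Fluo-4 NW calcium fluorescence; Measure: B-scored fluorescence response ratio; Controls: positive and negative controls per plate.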
MrgX1 PAM = allosterically activates human MrgX1 receptor signaling; Q96LB2; MrgX1-HEK293, Fluo-4 calcium flux, FDSS; hits give high values; B-score at 10 µM; hit rate 0.63% among 310,000; AID 588675;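 active = plate-corrected calcium response at least 3 library SD above typical, normal starting fluorescence, not activating the receptor alone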;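 also: compound read alongside a low EC10 to EC30 dose of BAM8-22 agonist; peak minus trough fluorescence over baseline measured at the second addition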
MrgX1 antagonist = human MrgX1 receptor antagonism, primary screen; hit rate 1.3% among 310,000; MRGX1-HEK293 calcium flux, Fluo-4, BAM8-22 antagonism; hits give low values; B-score at 10 µM; Q96LB2;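 active = calcium-response B-score plate-corrected more than 3 library SD below zero, starting fluorescence within 5 deviations, no agonist response on first addition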;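 also: peak minus trough fluorescence over baseline after final BAM8-22 challenge near maximal dose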
PolyA inh = blocks polyadenylation in yeast reporter cells | S. cerevisiae SKY197-pL101 polyadenylation reporter, beta-gal luminescence; efflux-impaired pdr1/pdr3 knockout yeast; score 100 = 6 SD above DMSO | calls only at 12 µM | hit rate 0.02% among 300,000 | AID 1875;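 active = lowest replicate activity score at least 50, where 100 means six control SD above control mean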;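 also: yeast exposed to compound for 9 h at 30 °C; higher score means more reporter readthrough which indicates perturbed polyadenylation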
AI-2 QS modul = modulates the Vibrio harveyi AI-2 quorum sensing system; Vibrio harveyi JMH597 AI-2 luminescence/OD600 ratio, 9 h; hits give low values; strain lacks LuxN and CqsS sensors; 0 = neutral-control median; activity change, % at 7.5 µM; hit rate 0.4% among 300,000; AID 2094; in the data active = activity change below about -75%, passing the limit was not always enough;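 also: luminescence divided by OD600 gain over 9 h not by final OD600 alone; inactives centre near 13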
TRPC4 block = inhibitors of mouse TRPC4 channel; Q9QUQ5; HEK293 TRPC4beta/mu-opioid, DAMGO-evoked Fluo4 calcium flux; hits give low values; B-score at 10 µM; hit rate 0.39% among 300,000;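 active = B-score over 3 SD under the library average, no early fluorescence shift, positive overall ratio signal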
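System: stable TRPC4beta/mu-opioid receptor HEK293 cells; Dosing: single-point compound dosing; Measured by: Fluo4 Ca2+ flux fluorescence; Read-out basis: per-well B score of integrated baseline-normalized Fluo4 ratio.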
TRPC4 potent = TRPC4 (mouse) allosteric potentiation. Q9QUQ5. HEK293 TRPC4beta/mu-opioid, DAMGO EC20, Fluo-4 Ca2+ flux; hits give high values. B-score at 10 µM. hit rate 0.42% among 310,000;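 active = B-score of calcium response area above 5 SD of library B-scores, with initial fluorescence ratio within 5 SD of library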;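 also: B-score of integrated fluorescence ratio over time as area under calcium response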
TRPC6 act = activators of mouse TRPC6 channel. B-score at 10 µM. HEK293-TRPC6 membrane potential dye fluorescence; hits give high values. Q61143. hit rate 0.13% among 310,000. AID 2550;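 active = B-score of the integrated fluorescence ratio above library mean plus 3 SD, and starting fluorescence ratio within library mean plus 5 SD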;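 also: higher score means more depolarization so channel activation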
TRPC4 act = activators of mouse TRPC4 channel | B-score at 10 µM | Q9QUQ5 | HEK293 TRPC4beta/mu-opioid, Fluo4 calcium fluorescence; hits give high values | hit rate 0.49% among 310,000 | AID 2237;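 active = B-score above 5 SD of library B-scores, and initial fluorescence ratio not above library mean plus 5 SD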;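 also: positive B-score marks a calcium rise read as TRPC4 activation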
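Incubation: 45 min room-temperature Fluo4 loading, 110 s read / System: HEK293 cells stably co-expressing mouse TRPC4beta and mu-opioid receptor / Signal: Fluo4 fluorescence, kinetic / Control set: buffer (low) and maximal DAMGO (high) / Measure: integrated baseline-normalised fluorescence ratio, converted to per-well B score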
* = called active by the depositor; i = inactive; · = no result given. This is a subset (hit frequency here may not be typical).

molecule	HIF act	TRPC6 inh	MrgX1 ag	MrgX1 PAM	MrgX1 antagonist	PolyA inh	AI-2 QS modul	TRPC4 block	TRPC4 potent	TRPC6 act	TRPC4 act
CCN(CC)S(=O)(=O)c1ccc(/C=C/C(=O)O)cc1	0.3	i	i	i	i	i	24	i	i	i	i
O=C(O)Cn1cc(C(=S)N2CCCCC2)c2ccccc21	-0.1	i	i	i	i	·	10	i	i	i	i
COc1cccc(C(=O)Nc2ccc(NC(=O)C3CC=CCC3C(=O)O)cc2)c1 (stereo not drawn)	-0.1	i	i	i	i	i	6	i	i	i	i
CC(Oc1ccc(Cl)cc1Cl)C(=O)Nn1cnnc1 (stereo not drawn)	-0.7	i	i	i	i	i	22	i	i	i	i
O=C(Cn1ncc2c3ccccc3n(Cc3ccccc3)c2c1=O)NCCCN1CCOCC1	0.1	i	i	i	i	i	1	i	i	i	i
Cc1ccc(C(=O)N/C(=C\c2ccc(C(C)C)cc2)C(=O)NCCCN2CCOCC2)cc1	0.2	i	i	i	i	i	11	i	i	i	i
CN(CC(O)COc1ccccc1F)C1CCCCC1 (stereo not drawn)	0.0	i	i	i	i	i	-1	i	i	i	i
NC(=O)C(=O)NCCCN1CCOCC1	0.2	i	i	i	i	i	8	i	i	i	i
CCCCNC(=O)CN(c1cccc(Br)c1)S(C)(=O)=O	·	i	i	i	i	i	5	i	i	i	i
O=C(Nc1ccc2oc(-c3ccc4ccccc4c3)nc2c1)c1ccc2c(c1)OCCO2	1.1	i	i	i	i	i	15	i	i	i	i
COc1c(C)cc(Br)cc1C(=O)Nc1cccc(NC(=O)c2ccco2)c1	0.1	i	i	i	i	i	29	i	i	i	i
Cc1ccccc1OCC(=O)NNC(=S)NC(=O)c1ccco1	0.0	i	71*	i	i	i	30	i	i	i	88*
Cc1ccc(S(=O)(=O)N2CCC(C(=O)OCC(=O)N3CC(=O)Nc4ccccc43)CC2)cc1	0.1	i	i	i	i	i	13	i	i	i	i
Cc1ccc(C(=O)NCC2CCCN2S(=O)(=O)c2ccc(C)cc2)cc1 (stereo not drawn)	0.6	i	i	i	i	i	22	i	i	i	i
COCc1cc(C)nc(SCC(=O)c2ccc(O)c(O)c2)c1C#N	0.2	i	i	i	i	i	-16	i	i	i	i
CCNc1c(N)c(=O)oc2ccccc12	0.0	i	i	i	i	·	8	i	i	i	i
O=C(N/N=C/c1ccccc1O)C1SCCCS1	2.0	i	i	i	i	i	21	i	i	i	i
CCCCCC[N+](C)(C)CCSSCC[N+](C)(C)CCCCCC	0.1	i	i	i	i	i	7	i	i	i	i
COCCn1c(=NC(=O)CSCC(=O)N2CCOCC2)sc2cc(C)ccc21	0.0	i	i	i	i	i	21	i	i	i	i
COCCCNC(=O)Cn1nnc(-c2ccc(NC(=O)c3ccc(F)cc3)cc2)n1	0.7	i	i	i	i	i	21	i	i	i	i
COc1ccccc1NS(=O)(=O)c1cc(NC(=O)c2sccc2C)ccc1N1CCOCC1	0.2	i	i	i	i	i	17	i	i	i	i
COC(=O)c1ccc(CSc2nc3ccccc3c(=O)n2-c2ccccc2)o1	-0.1	i	i	i	i	i	-6	i	i	i	i
CC(C(=O)c1ccc(-c2ccccc2)cc1)[n+]1cccc(Br)c1 (stereo not drawn)	-0.6	i	i	i	i	i	14	i	i	i	i
COC(=O)c1cc(Cl)c(NC(=O)c2cc3ccccc3o2)cc1OC	1.1	i	i	i	i	i	-9	·	i	i	i
Cc1cccc(C)c1NC(=O)CN(C)C(=O)c1ccc(-c2cccc(C(F)(F)F)c2)o1	-0.2	i	i	i	i	i	-1	i	i	i	i
CNC(=O)CN1C(=O)CSc2ncccc21	·	i	i	i	i	i	8	i	i	i	i
NNC(=O)c1[nH]c2ccc(Br)cc2c1-c1ccccc1	0.6	i	i	i	i	i	28	i	i	i	i
CCOc1ccc(NC(=O)C2CCC(CNc3c(N4CCCCC4)c(=O)c3=O)CC2)cc1 (stereo not drawn)	0.0	i	i	i	i	i	16	i	i	i	i
CCC(C)c1ccc(NC(=S)NCc2ccccn2)cc1 (stereo not drawn)	-0.2	i	i	i	i	i	3	i	i	i	i
CCOc1ccc(N(CC)S(=O)(=O)c2c(C)[nH]c(=O)[nH]c2=O)cc1	1.8	i	i	i	i	i	6	i	i	i	i
CC(C)C(NS(=O)(=O)c1cccc2nsnc12)C(=O)NCc1ccco1 (stereo not drawn)	0.1	i	i	i	i	i	12	i	i	i	i
O=C(CCNS(=O)(=O)c1ccc(Br)s1)NCc1ccc(F)cc1	0.0	i	i	i	i	i	20	i	i	i	i
COc1cc([C@@H]2c3cc4c(cc3[C@@H](O)[C@H]3COC(=O)[C@H]23)OCO4)cc(OC)c1O[Si](C)(C)C(C)(C)C	0.0	i	i	i	i	i	31	i	i	i	i
CCOC(=O)C1=C(C)NC(=O)NC1c1ccc(-c2ccccc2F)o1 (stereo not drawn)	1.4	i	i	i	i	i	12	i	i	i	i
COc1cccc(C(=O)Nc2ccc3c(c2)n(C)c(=O)n3C)c1	0.2	i	i	i	i	i	-11	i	i	i	i
Cc1cc(Oc2ccccc2)nc(-c2ccccc2)n1	0.3	i	i	i	-4.5*	i	-48	i	i	i	i
Cc1cc(C)nc(N2CCC(C(=O)NCCc3ccccc3)CC2)n1	0.0	i	i	i	i	i	17	i	i	i	i
CCOC(=O)C1CCCN(C(=O)c2ccc(OC(C)=O)cc2)C1 (stereo not drawn)	-0.3	i	i	i	i	·	29	i	i	i	i
CCCCn1c(SCC(=O)NCc2cccs2)nc2c1c(=O)n(C)c(=O)n2C	-0.3	i	i	i	i	i	23	i	i	i	i
CCC(=O)c1ccc(N2CCN(C(=O)c3ccccc3F)CC2)c(F)c1	0.0	i	i	i	i	i	11	i	i	i	i

In another format: results already given
COCc1cc(C)nc(SCC(=O)c2ccc(O)c(O)c2)c1C#N
  HIF act = 0.2 | TRPC6 inh = i | MrgX1 ag = i | MrgX1 PAM = i | MrgX1 antagonist = i | PolyA inh = i | AI-2 QS modul = -16 | TRPC4 block = i | TRPC4 potent = i | TRPC6 act = i | TRPC4 act = i
Cc1ccc(S(=O)(=O)N2CCC(C(=O)OCC(=O)N3CC(=O)Nc4ccccc43)CC2)cc1
  HIF act = 0.1 | TRPC6 inh = i | MrgX1 ag = i | MrgX1 PAM = i | MrgX1 antagonist = i | PolyA inh = i | AI-2 QS modul = 13 | TRPC4 block = i | TRPC4 potent = i | TRPC6 act = i | TRPC4 act = i

More entries
molecule	HIF act	TRPC6 inh	MrgX1 ag	MrgX1 PAM	MrgX1 antagonist	PolyA inh	AI-2 QS modul	TRPC4 block	TRPC4 potent	TRPC6 act	TRPC4 act
C1=CC(c2cc3ccccc3o2)OC(CCc2ccccc2)C1 (stereo not drawn)	-0.1	i	i	i	i	i	6	i	i	i	i
COc1ccc(COC(=O)N/N=C(\C)CC(=O)Nc2ccc(Cl)cn2)cc1	0.7	i	i	i	i	i	-27	i	i	i	i
Cc1ccc(NC(=O)CSc2nnc(C3CC3)n2CC2CCCO2)c(C)c1 (stereo not drawn)	-0.1	i	i	i	i	i	1	i	i	i	i
O=C(CNC(=O)c1ccccc1F)OCC(=O)N1CCCCC1	-0.1	i	i	i	i	i	9	i	i	i	i
CCOc1ccc(N2CC(C(=O)Nc3ccccc3OC)CC2=O)cc1 (stereo not drawn)	-0.4	i	i	i	i	i	22	i	i	i	i
CCOc1ccccc1C1CC(c2ccc(Br)cc2)Nc2nc(N)nn21 (stereo not drawn)	0.3	i	i	i	i	i	4	i	i	i	i
CCc1ccc(C(=O)COC(=O)C(CCSC)NC(=O)c2ccccc2)cc1 (stereo not drawn)	-0.1	i	i	i	i	i	10	i	i	i	i
CCOc1ccc(N(CC(=O)NCCOc2ccc(C)cc2)S(=O)(=O)c2ccccc2)cc1	-0.2	i	i	i	i	i	44	i	i	i	i
CCOC(=O)C1=C(N)OC2=C(C(=O)CC(C)(C)C2)C1c1ccccc1OC (stereo not drawn)	-0.4	i	i	i	i	i	7	i	i	i	i
Cc1c(C(=O)Nn2cnnc2)oc2ccccc12	0.1	i	i	i	i	i	-2	i	i	i	i
CCN(CC)S(=O)(=O)c1ccc(N2CCOCC2)c(NCC(=O)Nc2ccc(F)cc2)c1	-0.8	i	i	i	i	i	9	i	i	i	i
COc1ccc(S(=O)(=O)N2CCOCC2)cc1NC(=O)[C@@H]1CCCN1C(=O)c1cccs1	-0.7	i	i	i	i	i	0	i	i	i	i
COc1ccc(C)cc1NC(=O)CSc1nnc(-c2ccc(C)cc2)o1	1.7	i	i	i	i	i	11	i	i	i	i
CCOC(=O)n1c(=O)[nH]c2ccc(Br)cc21	0.2	i	i	i	i	i	7	i	i	i	i
CS(=O)(=O)Nn1cnc2ccccc2c1=O	0.3	i	i	i	i	i	4	i	i	i	i
Cc1ccc(NC(=O)C/C(N)=N/O)cc1C	0.4	i	i	i	i	i	17	i	i	i	i
COC(=O)c1cc(-c2ccc3c(c2)OCO3)nc2ccccc12	-0.4	i	i	i	i	i	3	i	i	i	i
CC(CS(=O)(=O)c1ccc2c(c1)NC(=O)CS2)C(=O)NCc1ccccc1Cl (stereo not drawn)	0.2	i	i	i	i	i	20	i	i	i	i
CN(C)S(=O)(=O)c1cccc(C(=O)OCC(=O)NC2CCCc3ccccc32)c1 (stereo not drawn)	-0.4	i	i	i	i	i	35	i	i	i	i
CNC(=O)c1ccc(-c2cc(C(F)(F)F)nn2C)s1	2.5	i	i	i	i	i	11	i	i	i	i
Cc1cccc(OCC(=O)NC(Cc2c[nH]c3ccccc23)C(=O)O)c1C (stereo not drawn)	0.0	i	i	i	i	i	13	i	i	i	i
